# CHOP UPR activ – activators of apoptotic CHOP UPR arm, primary screen, cell-based, CHO-CHOP luciferase reporter, luminescence, uHTS; 330,000 tested, 0.34% active; activation, % at 10 µM; AID 449763, 2010; UPR activation; percent of tunicamycin response over DMSO baseline;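 active = at 10 µM dose, activation of 40% or more, normalized to positive control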;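 also: 100% = tunicamycin at 10 µg/mL and 0% = DMSO alone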
#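 Dosing – one dose, 10 µM in 0.5% DMSO · System – CHO-CHOP cells, stable luciferase reporter of PERK-eIF2a-CHOP signalling · Input – 500 cells/well · Control set – tunicamycin 10 µg/mL final as positive, DMSO-only wells as negative · Timing – 6 h compound treatment, 37 °C · Measure – % activation vs tunicamycin · Technique – luminescence read with Steady-Glo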
# TIM10 inh – growth inhibitors of isogenic TIM10 control yeast, primary screen, counter-screen for tim10-1 yeast inhibitor project, luminescence, uHTS; S. cerevisiae TIM10 strain growth, BacTiter-Glo luminescence, 24 h; inhibition, % at 10 µM; 330,000 tested, 1.4% active; AID 463195, 2010;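 active = inhibition of 40% or more at the single tested concentration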;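 also: wild-type TIM10 isogenic control strain grown at permissive 25 °C; 0% = DMSO yeast wells and 100% = minimal medium wells without yeast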
# Mdm2-MdmX inh – inhibitors of human Mdm2-MdmX association, primary screen, cell-based, luminescence, split luciferase, SaOS-2, uHTS. Protein Mdm4 (Homo sapiens) + E3 ubiquitin-protein ligase Mdm2 (Homo sapiens), …. SaOS-2 split-luciferase Mdm2/MdmX complementation. inhibition, % at 8 µM. 330,000 tested, 3% active. AID 485346, 2010;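 active = inhibition of at least 50% at 8 µM in the primary screen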
# Target sequence (O15151 whole entry, looked up): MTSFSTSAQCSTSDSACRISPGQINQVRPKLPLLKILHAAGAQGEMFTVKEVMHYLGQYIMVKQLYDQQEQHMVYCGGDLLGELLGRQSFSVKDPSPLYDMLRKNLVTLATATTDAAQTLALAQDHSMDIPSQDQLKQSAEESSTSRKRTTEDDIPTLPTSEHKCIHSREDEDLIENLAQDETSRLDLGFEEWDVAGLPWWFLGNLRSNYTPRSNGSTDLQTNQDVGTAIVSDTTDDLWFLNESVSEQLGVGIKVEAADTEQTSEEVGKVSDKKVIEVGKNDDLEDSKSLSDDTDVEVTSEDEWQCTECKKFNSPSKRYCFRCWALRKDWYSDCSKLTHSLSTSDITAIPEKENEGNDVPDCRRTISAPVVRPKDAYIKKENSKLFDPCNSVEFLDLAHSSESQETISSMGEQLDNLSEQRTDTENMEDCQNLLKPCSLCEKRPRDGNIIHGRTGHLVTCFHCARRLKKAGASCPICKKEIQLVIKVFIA
# Target sequence (Q00987 whole entry, looked up): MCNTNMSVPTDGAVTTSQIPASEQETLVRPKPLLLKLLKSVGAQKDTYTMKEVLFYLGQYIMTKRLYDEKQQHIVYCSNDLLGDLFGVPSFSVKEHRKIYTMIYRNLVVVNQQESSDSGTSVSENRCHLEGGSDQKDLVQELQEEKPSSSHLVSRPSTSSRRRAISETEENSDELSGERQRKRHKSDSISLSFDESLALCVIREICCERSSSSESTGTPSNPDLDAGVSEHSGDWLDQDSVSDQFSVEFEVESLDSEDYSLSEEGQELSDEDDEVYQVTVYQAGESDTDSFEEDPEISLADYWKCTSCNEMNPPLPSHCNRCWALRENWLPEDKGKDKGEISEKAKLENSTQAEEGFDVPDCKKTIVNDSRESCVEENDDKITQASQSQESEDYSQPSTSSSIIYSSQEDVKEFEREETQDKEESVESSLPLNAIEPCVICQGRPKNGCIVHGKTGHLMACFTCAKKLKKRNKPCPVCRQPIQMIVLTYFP
# tim23-1 inh – growth inhibitors of tim23-1 mutant yeast, primary screen, luminescence, uHTS; S. cerevisiae tim23-1 growth, BacTiter-Glo luminescence, 24 h; 330,000 tested, 1.3% active; inhibition, % at 20 µM;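 active = growth inhibition of the mutant yeast at or above 50%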;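 also: temperature-sensitive mutant grown at 25 °C; plate controls were DMSO-treated mutant yeast for no effect and medium wells lacking yeast for full effect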
# tim10-1 inh – growth inhibitors of tim10-1 mutant yeast, primary screen, luminescence, uHTS; S. cerevisiae tim10-1 ts strain growth, BacTiter-Glo, 24 h; inhibition, % at 20 µM; 330,000 tested, 2.2% active; AID 463190, 2010;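 active = inhibition of at least 40%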;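 also: mutant grown at 25 °C; 0% = DMSO wells with yeast and 100% = wells holding no yeast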
# UPR XBP1 act – activators of adaptive XBP1 UPR arm, primary screen, cell-based, CHO-XBP1 luciferase reporter, luminescence, uHTS; 330,000 tested, 0.33% active; activation, % at 20 µM; IRE1-XBP1 UPR activation; percent of tunicamycin response, DMSO as zero;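 active = versus positive control, 20 µM dose yields 30% or more activation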;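 also: 100% = tunicamycin at 10 µg/mL and 0% = DMSO only wells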
#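 Assay system: CHO-XBP1 luciferase reporter cells; Schedule: 6 h treatment, 37 °C; Detection: glow luminescence from Steady-Glo reagent; Benchmarks: high control tunicamycin 10 µg/mL final, low control DMSO vehicle only.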
# Jurkat NFkB inh – inhibitors of induced NF-kB luciferase reporter, primary screen, TCR NF-kB activation inhibitor project, cell-based, luminescence, uHTS | AID 435003, 2010 | Jurkat, PMA/ionomycin-induced NF-kB luciferase reporter | 330,000 tested, 0.53% active | inhibition, % at 4 µM; in the data active = inhibition above about 50%
# 697 NFkB inh – inhibitors of PMA/ionomycin-induced NF-kB reporter, 697 cells, primary screen, B-cell NF-kB inhibitor project, cell-based, luminescence, uHTS | inhibition, % at 4 µM | 697 B-cell NF-kB luciferase reporter, 16 h | 330,000 tested, 0.33% active | AID 435022, 2010; in the data active = inhibition above about 35%
# An asterisk follows results filed as active. Not a hit list; about 6.6% have a hit in one of these screens.
# Abbreviations – A = CHOP UPR activ; B = TIM10 inh; C = Mdm2-MdmX inh; D = tim23-1 inh; E = tim10-1 inh; F = UPR XBP1 act; G = Jurkat NFkB inh; H = 697 NFkB inh
SMILES: Cc1ccc(C(=O)Nn2c(N)c(S(=O)(=O)c3ccc(C)cc3)c3nc4ccccc4nc32)cc1
  A = -1.0 | B = -4 | C = -4 | D = 18 | E = 10 | F = -1 | G = -4 | H = -7
SMILES: COc1cc(/C=C/C(=O)O)cc(OC)c1
  A = -1.4 | B = -3 | C = 8 | D = -1 | E = -23 | F = -3 | G = 12 | H = 9
SMILES: Cc1c(Cl)cnc(NC(=O)COC(=O)c2ccc(S(=O)(=O)NCc3ccco3)cc2)c1Cl
  A = 2.5 | B = 3 | C = -4 | D = 16 | E = 23 | F = 0 | G = -15 | H = -10
SMILES: COc1ccc(C2C3=C(CC(C)(C)CC3=O)Oc3ncn(CCO)c(=N)c32)cc1OC (stereo unspecified)
  A = 23 | B = 7 | C = -12 | D = 15 | E = -4 | F = -3 | G = -5 | H = -4
SMILES: O=C(Cn1cnc2c(oc3nc4c(cc32)CCCC4)c1=O)Nc1cccc(Cl)c1
  A = 15 | B = 2 | C = 57* | D = -6 | E = 3 | F = 3 | G = 1 | H = -4
SMILES: COC(=O)c1sc2nc(SCC(=O)N(C)c3ccccc3)n(N)c(=O)c2c1C
  A = -1.2 | B = 7 | C = 56* | D = 2 | E = 12 | F = 1 | G = 11 | H = 8
SMILES: COc1ccc2oc(C(=O)N(C)CCOc3ccc(Cl)cc3)c(C)c2c1
  A = 1.2 | B = -14 | C = 15 | D = 28 | E = -1 | F = -3 | G = 7 | H = -23
SMILES: c1ccc2[nH]c(CN3CCCCC3)nc2c1
  A = -1.2 | B = 3 | C = -22 | D = -3 | E = -1 | F = -2 | G = -13 | H = 3
SMILES: O=S(=O)(NCC1OCCc2ccccc21)c1ccccc1 (stereo unspecified)
  A = 0.0 | B = 1 | C = 11 | D = 14 | E = 16 | F = 0 | G = 6 | H = 16
SMILES: O=c1[nH]c2ccccc2cc1CN(CC1CCCO1)S(=O)(=O)c1ccc(Cl)cc1 (stereo unspecified)
  A = -0.9 | B = 4 | C = -6 | D = 23 | E = 29 | F = -7 | G = -10 | H = 0
SMILES: O=C1C2CCCCN2C(=O)N1CCN1CCN(c2ccc([N+](=O)[O-])cc2)CC1 (stereo unspecified)
  A = -2.6 | B = 2 | C = 1 | D = 6 | E = 3 | F = -2 | G = 17 | H = 22
SMILES: Cc1nc(NC(=O)CSC2=NCCS2)sc1C(=O)N(C)C
  A = 0.4 | B = 10 | C = 14 | D = 6 | E = 6 | F = -1 | G = 8 | H = -58
SMILES: COc1ccc(N=NC2=C(O)CC(C)(C)CC2=O)cc1
  A = 1.6 | B = -9 | C = -11 | D = 4 | E = 8 | F = -2 | G = -6 | H = -31
SMILES: c1cnc(Nc2nc(-c3ccc4ccccc4c3)cs2)nc1
  A = 1.9 | B = -20 | C = -51 | D = 4 | E = -13 | F = 0 | G = -127 | H = -166
SMILES: Cc1cccc(C(=O)NNS(=O)(=O)c2ccccc2[N+](=O)[O-])c1
  A = -1.7 | B = 1 | C = -3 | D = 17 | E = 7 | F = -4 | G = -3 | H = -7
SMILES: CC(C)CCN(C)C1CCN(S(=O)(=O)c2cccc(C(F)(F)F)c2)CC1
  A = -1.6 | B = -13 | C = 9 | D = -36 | E = 3 | F = -2 | G = -15 | H = -36
SMILES: CC1CCN(c2cc(N3CCC(C)CC3)c([N+](=O)[O-])cc2/C=C(\C#N)c2nn(-c3ccccc3)c(N)c2C#N)CC1
  A = 0.4 | B = -9 | C = 15 | D = 16 | E = -3 | F = 2 | G = 3 | H = 14
SMILES: Cc1c(NC(=O)Nc2cccs2)cccc1[N+](=O)[O-]
  A = -1.4 | B = 3 | C = 3 | D = 12 | E = -5 | F = -3 | G = 14 | H = 14
SMILES: Cc1ccc(NC(=O)NNC(=O)C2CCN(Cc3ccc(F)cc3Cl)CC2)cc1
  A = 1.5 | B = 0 | C = 7 | D = 2 | E = 12 | F = 2 | G = 8 | H = -5
SMILES: Cc1ccc(/C=N/Nc2nc(C)cc(C)n2)cc1
  A = 0.2 | B = 74* | C = 30 | D = -18 | E = -12 | F = 1 | G = -3 | H = 14
SMILES: CC(=C/c1ccccc1)/C=N/NC(=O)CSc1nc(C)cc(C)n1
  A = 0.8 | B = -4 | C = 19 | D = 17 | E = 23 | F = -1 | G = -2 | H = 2
SMILES: O=C1CC(C(=O)N2CCN(c3ccc(F)cc3)CC2)CN1CCc1ccccc1 (stereo unspecified)
  A = -0.6 | B = 0 | C = 13 | D = 10 | E = 26 | F = -1 | G = 4 | H = -5
SMILES: COc1ccc(N/C=C2/Sc3ccccc3NC2=O)cc1
  A = 7.8 | B = -22 | C = -97 | D = 3 | E = -3 | F = 0 | G = -90 | H = -150
SMILES: Cc1ccc(S(=O)(=O)N2CCN(C(=O)/C=C/c3ccccc3)CC2)cc1C
  A = 2.6 | B = 12 | C = 33 | D = 31 | E = 24 | F = -4 | G = 3 | H = 2
SMILES: CC1(C)CC(=O)C=C(NCC2CCCO2)C1 (stereo unspecified)
  A = -2.5 | B = 11 | C = 16 | D = 9 | E = 8 | F = -3 | G = 7 | H = 15
SMILES: Cc1ccc(CSc2ccc3nnc(-c4cccnc4)n3n2)cc1
  A = 1.8 | B = 4 | C = 43 | D = 10 | E = -24 | F = 3 | G = 13 | H = 0
SMILES: COc1cccc(-n2c(Cc3cc(=O)[nH]c(=O)[nH]3)nnc2SCC(=O)NC2CCCCC2)c1
  A = 0.5 | B = 4 | C = 3 | D = 18 | E = 13 | F = -5 | G = 14 | H = 10
SMILES: CN1CCN(CC(=O)Nc2nnc(-c3cccs3)s2)CC1
  A = 1.6 | B = 7 | C = 1 | D = -3 | E = -1 | F = 0 | G = -10 | H = -4
SMILES: COc1ccc(C(=O)COC(=O)CN2C(=O)C3C4C=CC(C5CC45)C3C2=O)cc1 (stereo unspecified)
  A = -0.3 | B = 3 | C = 26 | D = 22 | E = 23 | F = -1 | G = 14 | H = -4
SMILES: COc1ccc(Cl)cc1NC(=O)CN1CCc2ccccc21
  A = 0.5 | B = 19 | C = 12 | D = 10 | E = 28 | F = -4 | G = 0 | H = 3
SMILES: O=C(CCSc1ccccc1)NC(=O)COC(=O)C1CCCCC1
  A = 0.0 | B = 23 | C = -24 | D = 29 | E = 2 | F = -1 | G = -2 | H = 8
SMILES: Cc1cc(C)c2c(CN3CCCCC3)cc(=O)oc2c1
  A = 3.9 | B = 4 | C = 21 | D = 6 | E = 11 | F = 4 | G = -17 | H = -5
SMILES: CCOC(=O)Cc1csc(NC(=O)c2cnc3sc(C)cn3c2=O)n1
  A = 2.8 | B = -8 | C = -20 | D = 3 | E = -8 | F = -1 | G = -48 | H = -62
SMILES: Cc1cc2cc3c(N)[nH]nc3nc2cc1C
  A = -0.6 | B = 27 | C = -12 | D = 0 | E = 17 | F = 3 | G = -17 | H = 16
SMILES: O=C(O)c1ccc2c(c1)CC(c1ccccc1)OC2=O (stereo unspecified)
  A = -1.3 | B = 7 | C = -6 | D = 5 | E = 8 | F = -1 | G = -7 | H = -23
SMILES: Cc1cccc(C(=O)OCC(=O)N2CCCCCC2)c1
  A = 3.2 | B = 4 | C = 8 | D = 15 | E = 1 | F = 1 | G = -20 | H = 10
SMILES: Cn1c(=O)c([N+](=O)[O-])c(NCC2CCCO2)c2ccccc21 (stereo unspecified)
  A = 1.1 | B = 6 | C = 17 | D = 1 | E = -4 | F = 1 | G = -7 | H = 7
SMILES: CCCN1CCOC(CC(=O)Nc2ccc([N+](=O)[O-])cc2)C1=O (stereo unspecified)
  A = -0.1 | B = 17 | C = -2 | D = 10 | E = 22 | F = -3 | G = 16 | H = 14
SMILES: Cc1cc(OCC(=O)NC(C)C)ccc1Cl
  A = 3.6 | B = -5 | C = -29 | D = 3 | E = 1 | F = 1 | G = -10 | H = 6
SMILES: CCc1nn(-c2cc(Oc3ccccc3)nc(-c3ccccc3)n2)c(N)c1C#N
  A = -0.9 | B = 12 | C = 19 | D = 9 | E = 17 | F = 0 | G = -1 | H = 3
SMILES: COCCOC(=O)C1=C(C)NC(=O)NC1c1cccs1 (stereo unspecified)
  A = -0.9 | B = -3 | C = -14 | D = 6 | E = -8 | F = -1 | G = 7 | H = 20
SMILES: CCOc1ccc(C(=O)O/N=C(\N)c2ccccn2)cc1
  A = -12 | B = 42* | C = 95* | D = 38 | E = 38 | F = -11 | G = 13 | H = -160
SMILES: COc1ccc(NC(=O)N(C)C[C@H]2Oc3c(NC(=O)Nc4ccccc4)cccc3C(=O)N([C@H](C)CO)C[C@@H]2C)cc1
  A = 1.8 | B = -4 | C = 19 | D = 9 | E = 11 | F = 0 | G = 9 | H = 12
SMILES: C#CCOc1nc(OCC#C)nc(OCC#C)n1
  A = -1.0 | B = 8 | C = 14 | D = 14 | E = 7 | F = -3 | G = 14 | H = 10
SMILES: CN(C(=O)c1cccc(S(=O)(=O)N2CCCC2)c1)C1CCCCC1
  A = -0.8 | B = 17 | C = -20 | D = 15 | E = 28 | F = 2 | G = -5 | H = -5
SMILES: Cc1ccc(O)c(C(=O)c2cnc3c(c2)CN(CCC(C)C)C(=O)N3)c1
  A = -0.9 | B = -14 | C = 54* | D = 0 | E = 4 | F = 3 | G = 1 | H = -7
SMILES: CCN(CC)S(=O)(=O)c1ccc(C(=O)NCCc2ccccn2)cc1
  A = 2.1 | B = 7 | C = -4 | D = 16 | E = 10 | F = -3 | G = -14 | H = -15
SMILES: O=C(COC(=O)c1c(F)cccc1F)Nc1ccc2c(c1)OCO2
  A = 3.3 | B = -3 | C = 12 | D = 7 | E = -3 | F = 2 | G = 9 | H = -24
SMILES: O=C(c1ccccc1)C(c1ccccc1)c1ccccc1
  A = -1.4 | B = 4 | C = -8 | D = 17 | E = 5 | F = -5 | G = -18 | H = 4
SMILES: CCCSc1cc(N2CCN(C)CC2)nc(-c2ccc(OC)cc2)n1
  A = 1.4 | B = -13 | C = 15 | D = 18 | E = 5 | F = -3 | G = -20 | H = 9
SMILES: COc1ccc(CN2C(=O)CC(Cc3ccc(C)cc3)C2=O)cc1OC (stereo unspecified)
  A = -2.5 | B = 8 | C = 6 | D = 13 | E = 18 | F = -1 | G = 7 | H = -26
